High-throughput results from PubChem.
BioA inh = M. tuberculosis BioA enzyme inhibitors, primary screen, biochemical, plate reader, single point, HTS; 7,8-diaminopelargonic acid synthase BioA (Mycobacterium tuberculosis); purified M. tuberculosis BioA enzyme; inhibition, % at 9.99 µM; 360,000 compounds, 0.096% hits; AID 602481, 2012; in the data active = inhibition above about 40%
An asterisk follows results filed as active.

SMILES | BioA inh
COCCNC(=O)C[C@@H]1C[C@@H]2c3cc(NS(C)(=O)=O)ccc3O[C@@H]2[C@@H](CO)O1 | 6.8
COc1ccc(-c2ccc([C@H]3[C@@H](C#N)N(C(=O)C4CC4)[C@H]3CO)cc2)cc1 | -3.4
CN(C)CC(=O)N1[C@H](C#N)[C@@H](c2ccc(-c3cccc(C(=O)N(C)C)c3)cc2)[C@@H]1CO | -2.7
C[C@@H]1CN([C@H](C)CO)C(=O)c2cc(-c3ccc(F)cc3)cnc2O[C@H]1CN(C)Cc1cncnc1 | -2.4
CCCNC(=O)C[C@@H]1CC[C@@H]2[C@H](COc3ccc(NS(=O)(=O)c4ccccc4C)cc3C(=O)N2C)O1 | 1.3
O=C([C@H]1[C@H](CO)[C@H]2Cn3c(cccc3=O)[C@@H]1N2C(=O)CC1CC1)N1CCCCC1 | -0.6
COCC(=O)N(C)C[C@H]1Oc2cc(-c3ccc(C#N)cc3)ccc2S(=O)(=O)N([C@@H](C)CO)C[C@@H]1C | -0.5
COc1ccc(NC(=O)N(C)C[C@@H]2OCCCC[C@@H](C)Oc3ccc(NC(=O)NC4CCCCC4)cc3C(=O)N([C@@H](C)CO)C[C@@H]2C)cc1 | 14.8
C[C@@H]1CN([C@@H](C)CO)S(=O)(=O)c2ccc(-c3ccc(F)cc3)cc2O[C@H]1CN(C)Cc1ccccc1C(=O)O | -0.7
C/C=C/c1ccc([C@@H]2[C@@H](CO)N3CCCCN(C(=O)Nc4ccc(OC)cc4)C[C@@H]23)cc1 | -2.7
OC[C@H]1[C@@H](c2ccc(C#CC3(O)CCCC3)cc2)[C@@H]2CN(Cc3cccnc3)CCCCN12 | -2.6
Cc1noc(C)c1S(=O)(=O)Nc1ccc2c(c1)C(=O)N([C@@H](C)CO)C[C@@H](C)[C@@H](CN(C)C)OCCCC[C@H](C)O2 | -0.1
COc1ccc(NC(=O)Nc2cccc3c2O[C@H](CN(C)S(=O)(=O)c2ccc(C)cc2)[C@H](C)CN([C@@H](C)CO)C3=O)cc1 | 2.5
C[C@H]1CN([C@@H](C)CO)C(=O)CCCn2cc(nn2)CO[C@@H]1CN(C)S(=O)(=O)c1ccccc1 | 0.0
COc1ccc(NC(=O)Nc2ccc3c(c2)C(=O)N([C@H](C)CO)C[C@@H](C)[C@@H](CN(C)CC2CCCCC2)O3)cc1 | 1.2
COc1ccc(NC(=O)Nc2ccc3c(c2)C(=O)N([C@H](C)CO)C[C@@H](C)[C@H](CN(C)C(=O)Nc2ccc(F)cc2)OCCCC[C@@H](C)O3)cc1 | 0.4
Cc1ccc(S(=O)(=O)N(C)C[C@H]2OCCCC[C@@H](C)Oc3ccc(NC(=O)Nc4ccccc4)cc3C(=O)N([C@@H](C)CO)C[C@@H]2C)cc1 | 1.3
COc1cccc(NC(=O)N(C)C[C@H]2Oc3ncc(C#Cc4ccc(F)cc4)cc3C(=O)N([C@H](C)CO)C[C@H]2C)c1 | -1.6
Cc1ccccc1-c1ccc([C@@H]2[C@@H](CO)N3CCCCN(S(=O)(=O)c4cn(C)cn4)C[C@H]23)cc1 | 1.8
CCCNC(=O)N1C[C@@H](O)COC[C@@H]2O[C@H](CC(=O)NCc3ccncn3)CC[C@H]21 | -2.4
CO[C@@H]1CN(C)C(=O)c2ccc(NC(=O)Nc3ccc(F)cc3)cc2OC[C@@H](C)N(C(=O)c2cnccn2)C[C@H]1C | 2.4
Cc1ccc(S(=O)(=O)NCC[C@H]2CC[C@H](NS(=O)(=O)c3ccccc3Cl)[C@@H](CO)O2)cc1 | 2.3
C[C@H](CO)N1C[C@H](C)[C@H](CN(C)C(=O)c2cccc(F)c2)Oc2ncc(C3=CCCCC3)cc2C1=O | -0.6
O=C(CN1CCOCC1)N1CC[C@@H]2[C@@H](CO)Nc3ccc(Br)cc3[C@@H]21 | 7.8
C[C@@H]1CN([C@H](C)CO)C(=O)c2cc(NC(=O)Nc3ccc(C(F)(F)F)cc3)ccc2O[C@H]1CN(C)C(=O)NC1CCCCC1 | 3.8

(further entries)
SMILES | BioA inh
Cc1noc(C)c1NC(=O)Nc1ccc2c(c1)C(=O)N([C@H](C)CO)C[C@H](C)[C@@H](CN(C)Cc1ccc3c(c1)OCO3)OCCCC[C@H](C)O2 | -1.3
CCCNC(=O)N(C)C[C@H]1Oc2cc(C#CC3CC3)ccc2S(=O)(=O)N([C@H](C)CO)C[C@H]1C | 3.1
O=C(NC1CCCCC1)N[C@@H]1CC[C@H](CC(=O)N2CCOCC2)O[C@H]1CO | -1.2
COc1ccc(CN(C)C[C@H]2Oc3ccc(NS(=O)(=O)c4c(C)noc4C)cc3C(=O)N([C@H](C)CO)C[C@@H]2C)cc1 | 0.8
O=C(C[C@H]1CC[C@H]2[C@@H](COC[C@@H](O)CN2C(=O)c2ccc3c(c2)OCO3)O1)NC1CCCC1 | -0.7
C[C@H]1CN([C@@H](C)CO)C(=O)c2cc(NC(=O)CCN3CCOCC3)ccc2O[C@H]1CN(C)Cc1ccc(C(=O)Nc2ccccc2N)cc1 | -0.7
C[C@@H]1CN([C@H](C)CO)C(=O)c2cccc(NS(C)(=O)=O)c2O[C@@H]1CN(C)Cc1ccc(C(=O)Nc2ccccc2N)cc1 | -1.6
C[C@@H]1CN([C@@H](C)CO)C(=O)c2cccc(NC(=O)C3CCCCC3)c2O[C@H]1CN(C)C(=O)NC1CCCCC1 | 3.5
C[C@@H]1CN([C@H](C)CO)C(=O)c2cc(NC(=O)Nc3ccc(F)cc3)ccc2O[C@@H](C)CCCCO[C@@H]1CN(C)S(=O)(=O)c1ccccc1 | 0.3
COc1ccc(CN(C)C[C@@H]2Oc3ccc(NC(=O)Cn4cnnn4)cc3CC(=O)N([C@H](C)CO)C[C@H]2C)cc1 | 29.1
C[C@H](CO)N1C[C@H](C)[C@H](CN(C)Cc2ccc(C(F)(F)F)cc2)Oc2ccc(NS(=O)(=O)c3ccc(Cl)cc3)cc2C1=O | -0.1
Cc1noc(C)c1S(=O)(=O)Nc1ccc2c(c1)C(=O)N([C@@H](C)CO)C[C@H](C)[C@@H](CN(C)C(=O)C1CCCCC1)OCCCC[C@H](C)O2 | -0.7
O=C(C[C@@H]1C=C[C@@H](NS(=O)(=O)c2ccc(F)cc2)[C@H](CO)O1)NCc1ccncn1 | 1.2
COCC(=O)Nc1ccc2c(c1)C(=O)N(C)C[C@@H](OC)[C@@H](C)CN(C(=O)CC1CC1)[C@@H](C)CO2 | -1.7
CN1C(=O)c2cc(NC(=O)c3cccs3)ccc2OC[C@H]2O[C@@H](CC(=O)NCC(F)(F)F)CC[C@H]21 | 4.7
C[C@H](CO)N1C[C@H](C)[C@@H](CN(C)CC2CC2)Oc2ccc(NC(=O)Nc3ccc4c(c3)OCO4)cc2CC1=O | 0.3
CCCNC(=O)C[C@H]1C[C@@H]2c3cc(NS(C)(=O)=O)ccc3O[C@@H]2[C@H](CO)O1 | -1.3
C[C@@H]1CN([C@@H](C)CO)S(=O)(=O)c2ccc(-c3cncnc3)cc2O[C@H]1CN(C)Cc1ccncc1 | 3.3
O=C(C[C@H]1C[C@@H]2c3cc(NC(=O)CC4CC4)ccc3O[C@@H]2[C@@H](CO)O1)NCC(F)(F)F | -0.6
C[C@H](CO)N1C[C@H](C)[C@@H](CN(C)C(=O)CN(C)C)Oc2cc(-c3cccnc3)ccc2S1(=O)=O | 6.3
C[C@@H]1CN([C@@H](C)CO)C(=O)c2cc(NC(=O)NC3CCCCC3)ccc2O[C@@H](C)CCCCO[C@H]1CN(C)Cc1ccncc1 | 1.0
CCC(=O)N[C@@H]1C=C[C@H](CC(=O)NCc2ccccc2OC)O[C@@H]1CO | 0.0
CS(=O)(=O)Nc1ccc2c(c1)[C@H]1C[C@@H](CC(=O)N3CCOCC3)O[C@@H](CO)[C@H]1O2 | -4.5
Cn1cnc(S(=O)(=O)N2C[C@@H](O)COC[C@@H]3O[C@H](CC(=O)NC4CCCC4)CC[C@H]32)c1 | -0.9
C[C@H]1CN([C@@H](C)CO)C(=O)c2cc(C#CC3(O)CCCC3)cnc2O[C@H]1CN(C)C(=O)Cc1ccccc1 | -1.2

Copied from the results shown, 11 compounds:
SMILES | BioA inh
Cc1noc(C)c1NC(=O)Nc1ccc2c(c1)C(=O)N([C@H](C)CO)C[C@H](C)[C@@H](CN(C)Cc1ccc3c(c1)OCO3)OCCCC[C@H](C)O2 | -1.3
CCCNC(=O)N(C)C[C@H]1Oc2cc(C#CC3CC3)ccc2S(=O)(=O)N([C@H](C)CO)C[C@H]1C | 3.1
O=C(NC1CCCCC1)N[C@@H]1CC[C@H](CC(=O)N2CCOCC2)O[C@H]1CO | -1.2
COc1ccc(CN(C)C[C@H]2Oc3ccc(NS(=O)(=O)c4c(C)noc4C)cc3C(=O)N([C@H](C)CO)C[C@@H]2C)cc1 | 0.8
O=C(C[C@H]1CC[C@H]2[C@@H](COC[C@@H](O)CN2C(=O)c2ccc3c(c2)OCO3)O1)NC1CCCC1 | -0.7
C[C@H]1CN([C@@H](C)CO)C(=O)c2cc(NC(=O)CCN3CCOCC3)ccc2O[C@H]1CN(C)Cc1ccc(C(=O)Nc2ccccc2N)cc1 | -0.7
C[C@@H]1CN([C@H](C)CO)C(=O)c2cccc(NS(C)(=O)=O)c2O[C@@H]1CN(C)Cc1ccc(C(=O)Nc2ccccc2N)cc1 | -1.6
C[C@@H]1CN([C@@H](C)CO)C(=O)c2cccc(NC(=O)C3CCCCC3)c2O[C@H]1CN(C)C(=O)NC1CCCCC1 | 3.5
C[C@@H]1CN([C@H](C)CO)C(=O)c2cc(NC(=O)Nc3ccc(F)cc3)ccc2O[C@@H](C)CCCCO[C@@H]1CN(C)S(=O)(=O)c1ccccc1 | 0.3
COc1ccc(CN(C)C[C@@H]2Oc3ccc(NC(=O)Cn4cnnn4)cc3CC(=O)N([C@H](C)CO)C[C@H]2C)cc1 | 29.1
C[C@H](CO)N1C[C@H](C)[C@H](CN(C)Cc2ccc(C(F)(F)F)cc2)Oc2ccc(NS(=O)(=O)c3ccc(Cl)cc3)cc2C1=O | -0.1

Carrying on.
SMILES | BioA inh
COc1ccc(CN(C)C[C@H]2OCCCC[C@@H](C)Oc3ccc(NC(=O)Nc4ccccc4)cc3C(=O)N([C@H](C)CO)C[C@@H]2C)cc1 | -0.4
COC(=O)C[C@@H]1C[C@@H]2c3cc(NC(=O)Nc4ccccc4)ccc3O[C@@H]2[C@H](CO)O1 | -1.5
C[C@@H]1CN([C@H](C)CO)C(=O)c2cc(NC(=O)C3CCCCC3)ccc2O[C@@H](C)CCCCO[C@H]1CN(C)C(=O)CCC(F)(F)F | 3.2
O=C(N[C@H]1C=C[C@H](CC(=O)N2CCCCC2)O[C@H]1CO)c1ccccn1 | -3.2
C[C@H](CO)N1C[C@H](C)[C@H](CN(C)Cc2ccccc2)Oc2ccc(NC(=O)C3CCCCC3)cc2C1=O | 2.0
CC(C)OC(=O)N(C)C[C@@H]1OCc2ccccc2-c2c(n(C)c3ccccc23)C(=O)N([C@@H](C)CO)C[C@@H]1C | 5.2
COCC(=O)N(C)C[C@H]1Oc2cc(C#CC3CC3)ccc2S(=O)(=O)N([C@H](C)CO)C[C@H]1C | 0.8
COc1ccc(S(=O)(=O)N(C)C[C@H]2Oc3c(NC(=O)Nc4ccc(C(F)(F)F)cc4)cccc3C(=O)N([C@@H](C)CO)C[C@@H]2C)cc1 | -1.5
C[C@@H]1CN([C@@H](C)CO)C(=O)c2cc(-c3ccc(C(=O)N(C)C)cc3)cnc2O[C@H]1CN(C)C(=O)CN(C)C | 0.9
O=C(CC1CC1)N1[C@@H]2CN(S(=O)(=O)c3ccccc3F)c3ccccc3[C@@H]2[C@@H]1CO | 1.6
COCC(=O)Nc1ccc2c(c1)OC[C@H](C)N(C(=O)NC(C)C)C[C@@H](C)[C@@H](OC)CN(C)C2=O | 0.2
Cc1noc(C)c1NC(=O)N[C@H]1C=C[C@H](CC(=O)NCc2ccc(Cl)c(Cl)c2)O[C@@H]1CO | 0.6
OC[C@@H]1[C@@H](c2ccc(C#CC3CC3)cc2)[C@H]2CN(CCC(F)(F)F)CCCCN12 | -1.3
COc1ccccc1-c1cn(CC[C@@H]2CC[C@@H](NC(=O)c3cnccn3)[C@H](CO)O2)nn1 | 3.3
C[C@@H]1CCCCO[C@@H](CN(C)Cc2ccccc2)[C@H](C)CN([C@H](C)CO)C(=O)c2cc(NC(=O)C3CCCCC3)ccc2O1 | -0.5
C[C@H](O)C#Cc1ccc([C@@H]2[C@@H](CO)N3CCCCN(C(=O)c4ccncc4)C[C@@H]23)cc1 | 0.8
CNC[C@@H]1Oc2ccc(NC(=O)Nc3ccc(F)cc3)cc2C(=O)N([C@H](C)CO)C[C@@H]1C | -2.0
COCCNC(=O)C[C@@H]1CC[C@H]2[C@@H](COC[C@H](O)CN2C(=O)Nc2ccc3c(c2)OCO3)O1 | -1.5
C[C@H](CO)N1C[C@H](C)[C@@H](CN(C)C(=O)Cc2ccncc2)Oc2ncc(C#Cc3ccccc3F)cc2C1=O | -1.8
CCCC#Cc1ccc2c(c1)O[C@H](CN(C)C(=O)NCCC)[C@H](C)CN([C@H](C)CO)S2(=O)=O | -3.3
COCC#Cc1cnc2c(c1)C(=O)N([C@@H](C)CO)C[C@@H](C)[C@@H](CN(C)C(=O)c1ccc(F)cc1)O2 | 5.0
C[C@H](CO)N1C[C@H](C)[C@H](CN(C)Cc2ccc(F)cc2)Oc2cc(C#CC(C)(C)O)ccc2S1(=O)=O | 0.3
CCNC(=O)C[C@H]1CC[C@@H]2[C@@H](COc3ccc(NS(=O)(=O)c4ccccc4C)cc3C(=O)N2C)O1 | -0.4
C[C@@H]1CN([C@@H](C)CO)C(=O)c2cc(NS(=O)(=O)c3ccc(F)cc3)ccc2O[C@H]1CN(C)C(=O)Nc1cccc2ccccc12 | 0.5
C[C@H](CO)N1C[C@H](C)[C@H](CN(C)S(C)(=O)=O)Oc2ncc(Br)cc2C1=O | 0.7
C[C@H](CO)N1C[C@H](C)[C@@H](CN(C)C(=O)Nc2ccc(F)cc2)Oc2c(NC(=O)c3cnccn3)cccc2C1=O | 0.1
C[C@H]1CN([C@@H](C)CO)C(=O)c2cc(NC(=O)Cn3cnnn3)ccc2O[C@@H]1CN(C)Cc1ccc(-c2ccccc2)cc1 | 1.0
O=C(Nc1ccccc1)[C@@H]1[C@@H](CO)[C@@H]2Cn3c(cccc3=O)[C@@H]2N1C(=O)C1CCCC1 | -0.5
CC(C)C#Cc1ccc2c(c1)O[C@H](CN(C)Cc1ccccc1)[C@H](C)CN([C@H](C)CO)S2(=O)=O | 0.4

Some of the compounds tested; the hit share may differ from the screen's.
